Screens deposited in PubChem BioAssay by several laboratories.
FXIa inh 1536: human FXIa protease inhibitors, primary screen, biochemical, 1536-well | Coagulation factor XI (Homo sapiens), P03951 | purified FXIa, Boc-Glu-Ala-Arg-AMC fluorogenic substrate | inhibition, % at 5 µM | 0.14% of 220,000 active;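 active = inhibition of at least 40%; inactive = inhibition below 40%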;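 note: fluorescence of freed AMC excited at 355 nm; 0% = enzyme without compound and 100% = no enzyme blank; many of its hits are not listed in these tables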
Target sequence (P03951 19-387 limits assumed): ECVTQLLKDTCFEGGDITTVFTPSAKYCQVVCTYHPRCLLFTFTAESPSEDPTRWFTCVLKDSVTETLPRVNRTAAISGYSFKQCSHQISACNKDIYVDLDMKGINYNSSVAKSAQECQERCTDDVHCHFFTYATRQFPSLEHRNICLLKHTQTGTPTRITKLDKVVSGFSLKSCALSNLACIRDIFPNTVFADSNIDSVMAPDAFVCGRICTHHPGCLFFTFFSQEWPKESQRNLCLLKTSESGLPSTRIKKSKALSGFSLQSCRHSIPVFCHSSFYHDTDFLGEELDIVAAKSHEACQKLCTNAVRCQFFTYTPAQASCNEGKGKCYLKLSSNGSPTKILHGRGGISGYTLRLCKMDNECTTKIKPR
Target sequence (P03951 388-625 limits assumed): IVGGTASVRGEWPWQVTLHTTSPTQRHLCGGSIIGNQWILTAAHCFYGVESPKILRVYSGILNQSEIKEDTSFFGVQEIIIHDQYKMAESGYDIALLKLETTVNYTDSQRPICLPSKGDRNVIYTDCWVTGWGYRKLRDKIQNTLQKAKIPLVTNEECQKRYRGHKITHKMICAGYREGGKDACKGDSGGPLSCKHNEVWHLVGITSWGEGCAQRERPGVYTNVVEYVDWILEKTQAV
Wee1 stabilizer: Wee1 degradation inhibitors, primary screen, cell-based, HeLa, Wee1K328M-luciferase, luminescence; Wee1-like protein kinase (Homo sapiens), P30291; HeLa Luc-Wee1K328M stability; 100% = proteasome inhibitor MG132 effect; reporter increase, % at 5 µM; 1.2% of 220,000 active; AID 1321, 2008;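 active = activation above the mean of all tested compounds plus 3 SD, set per screening run, cut at about 8.8% in these data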;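 note: cells exposed to compound for 20 h before luminescence read; 0% = DMSO alone and 100% = MG132 at 30 µM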
Cl transport mod: KCC2 cotransporter modulators, thallium flux, primary screen, cell-based, HEK293 KCC2, FluoZin-2 fluorescence, MLSMR | KCC2 cells, thallium flux FluoZin-2 fluorescence | 2.2% of 190,000 active | AID 1456, 2008 | B-score of Tl+ flux slope (higher = more flux/activation; lower = inhibition) at 10 µM | Solute carrier family 12 member 5 (Homo sapiens), Q9H2X9;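 active = thallium flux slope and its plate-corrected score both differing from the plate sample mean at a set confidence after two filtering rounds, in either direction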;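 note: slope of fluorescence scaled to starting intensity during 10 to 20 s after thallium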
Furin inh: human furin inhibitors, primary screen, biochemical, fluorescence intensity; P09958; purified furin, fluorogenic substrate cleavage; inhibition, % at 30 µM; 0.061% of 220,000 active; AID 463115, 2010; in the data active = inhibition above about 25%; note: inactives centre near -15
KLK5 inh: human KLK5 protease inhibitors, primary screen, biochemical, 1536-well. Kallikrein-5 (Homo sapiens), Q9Y337. recombinant hK5, fluorogenic AMC substrate cleavage. inhibition, % at 5 µM. 0.59% of 210,000 active. AID 873, 2007;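 active = inhibition of 40% or more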;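 note: 0% = enzyme controls without compound and 100% = no-enzyme blanks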
Target sequence (Q9Y337 67-293 limits assumed): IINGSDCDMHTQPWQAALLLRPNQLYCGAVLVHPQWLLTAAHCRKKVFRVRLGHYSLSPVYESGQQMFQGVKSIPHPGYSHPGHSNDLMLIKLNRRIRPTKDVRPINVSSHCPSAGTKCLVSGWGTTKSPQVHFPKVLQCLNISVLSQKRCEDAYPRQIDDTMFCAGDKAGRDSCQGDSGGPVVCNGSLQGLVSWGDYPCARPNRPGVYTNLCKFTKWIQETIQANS
Thrombin inh: human alpha-thrombin inhibitors, primary screen, counter-screen for coagulation protease inhibitor project, biochemical, 1536-well, fluorogenic AMC substrate; Prothrombin (Homo sapiens), P00734; Boc-VPR-AMC fluorogenic substrate cleavage; inhibition, % at 5 µM; 0.26% of 220,000 active;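 active = inhibition at or above 40%; inactive = inhibition below 40%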;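 note: 0% = enzyme with no compound and 100% = wells without enzyme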
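Material: human alpha-thrombin enzyme / Medium: pH 7.5 Tris (50 mM) with NaCl 150 mM, Tween 20 0.05% / Compound: single-point dosing at 5 µM, 0.2% DMSO / Incubation: enzyme reaction carried out at room temperature / Detection: AMC fluorescence, 355/460 nm / Read-out basis: percent inhibition scaled between no-compound controls and no-enzyme blanks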
FXIIa inh: human FXIIa protease inhibitors, primary screen, biochemical, 1536-well | Coagulation factor XII (Homo sapiens), P00748 | purified FXIIa, Boc-QGR-AMC fluorogenic substrate, 2 h | inhibition, % at 5 µM | 0.3% of 220,000 active | AID 800, 2007; in the data active = inhibition above about 40%;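 note: 0% = enzyme with no compound and 100% = blank without enzyme; many of its hits are not listed in these tables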
PERK inh: block of dimerizer-induced PERK translation repression, primary screen, PERK inhibitor project, CHO PERK-DD cells, SEAP luminescence, HTS. Eukaryotic translation initiation factor 2-alpha kinase 3 (Homo sapiens), Q9NZJ5. CHO PERK-DD fusion, SEAP luminescence translation reporter. inhibition, % at 5.6 µM. 0.17% of 220,000 active;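 active = inhibition above the mean inhibition of all tested compounds plus 3 SD, set separately per screening campaign, cut at about 2.9% in these data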;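 note: PERK kinase domain activated by AP20187 dimerizer at 100 nM; 0% = DMSO with dimerizer and 100% = rapamycin at 8.4 µM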
p97 ATPase inh: inhibitors of human p97 ATPase, primary screen, biochemical; recombinant p97 ATPase, Kinase-Glo ATP luminescence, 3 h; inhibition, % at 8 µM; 0.42% of 220,000 active; AID 1481, 2009; in the data active = inhibition above about 15%;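 note: 0% = DMSO vehicle and 100% = wells lacking enzyme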
Active calls of the source: *; / = no result given; [ ] = another dose, or the depositor's remark.

Order of results – KLK5 inh	Furin inh	Cl transport mod	Wee1 stabilizer	FXIIa inh	p97 ATPase inh	FXIa inh 1536	Thrombin inh	PERK inh
COc1cccc(C(=O)C2CCCN(C/C=C/c3ccccc3OC)C2)c1 (stereo not drawn)
→ 6	-2	-0.71	-1	13	-6	7	-9	-1.7
CCCc1n(CC(O)COC2CCCCC2)c2ccccc2[n+]1C (stereo not drawn)
→ -2	-14	0.15	7	7	-1	-6	-20	0.5
O=C1/C(=C/c2ccccc2O)SC(=S)N1Cc1cccnc1
→ -1	-13	10*	4	17	3	14	12	0.6
COCc1c(C(=O)OCC(=O)c2c(N)n(CC(C)C)c(=O)n(C)c2=O)oc2ccccc12
→ -14	-26	0.23	-1	18	0	5	-12	0.0
CN(C)[C@@H]1C(=O)C(C(=O)NCN2CCCC2)=C(O)[C@@]2(O)C(=O)C3=C(O)c4c(O)cccc4[C@@](C)(O)C3CC12 (stereo partly drawn)
→ -21	-10	-0.68	-3	13	23*	4	-1	2.1
CCC(=O)Nc1nnc(-c2ccc(OC)cc2)o1
→ -13	-15	1.2	-1	8	0	0	-1	0.5
COc1ccc(C2N(S(=O)(=O)c3ccc(C)cc3)CCN2S(=O)(=O)c2ccc(C)cc2)cc1
→ -2	-12[20 µM]	0.15	-3	14	-2	3	4	-1.4
CNC(=O)CN(c1cc(OCCOC)c(Cl)cc1Cl)S(=O)(=O)c1ccccc1
→ -3	-29	-0.12	-1	0	3	5	-10	-0.1
COc1cccc(-c2nc(CS(=O)(=O)CC(=O)N3CCc4ccccc4C3)c(C)o2)c1
→ -4	1	-3.6	2	11	-10	1	-1	-1.2
COC(c1ccccc1)c1nnc(CCC(=O)N(C)C(C2CC2)C2CC2)o1 (stereo not drawn)
→ 2	-14	-0.59	1	5	1	0	-14	0.5
CN(C)CC(O)CN(c1ccccc1)c1ccccc1 (stereo not drawn)
→ 0	-20	0.043	4	8	2	0	-2	-0.8
O=c1[nH]c2cc3c(cc2cc1CN(Cc1ccc2c(c1)OCO2)Cc1nnnn1CC1CCCO1)OCO3 (stereo not drawn)
→ -32	-19[20 µM]	/	0	4	2	-7	-8	0.2
CCCS(=O)(=O)Nc1c(C(=O)O)[nH]c2ccc(OC)cc12
→ -2	-17	0.97	-2	0	6	-1	-8	1.7
COc1ccccc1NC(=O)c1nnn(Cc2ccccc2)c1NC(C)=O
→ 3	-26	0.94	-1	18	4	12	16	-1.4
CSc1ccccc1NS(=O)(=O)c1ccc2c(c1)OCCO2
→ 1	1[20 µM]	0.61	0	-7	-5	-6	-2	-0.3

One compound at a time, from the list above. Values in the order: KLK5 inh, Furin inh, Cl transport mod, Wee1 stabilizer, FXIIa inh, p97 ATPase inh, FXIa inh 1536, Thrombin inh, PERK inh
O=c1[nH]c2cc3c(cc2cc1CN(Cc1ccc2c(c1)OCO2)Cc1nnnn1CC1CCCO1)OCO3 (stereo not drawn) as listed: -32, -19[20 µM], /, 0, 4, 2, -7, -8, 0.2
CN(C)CC(O)CN(c1ccccc1)c1ccccc1 (stereo not drawn) as listed: 0, -20, 0.043, 4, 8, 2, 0, -2, -0.8

Remaining list, next part.
Order of results – KLK5 inh	Furin inh	Cl transport mod	Wee1 stabilizer	FXIIa inh	p97 ATPase inh	FXIa inh 1536	Thrombin inh	PERK inh
NC(=O)CSc1nc(C23CC4CC(CC(C4)C2)C3)nc2ccccc12
→ /	-11	-0.73	4	11	0	2	0	0.4
O=C(Nc1ncc2c(n1)-c1ccccc1OC2)c1ccc(Cl)cc1
→ -7	-19[20 µM]	-0.49	-1	-3	5	-9	-4	0.9
CCOC(=O)Cn1c(=O)oc2cc(S(=O)(=O)NCCC(C)C)ccc21
→ -6	-14	/	4	11	0	2	2	1.4
O=C(Nc1ccc2oc(-c3ccc4ccccc4c3)nc2c1)c1cccs1
→ -31	-12[20 µM]	0.75	1	6	2	-1	0	-0.4
CC(C)(C)NC(=O)Cn1nnc(-c2ccccc2NC(=O)c2ccco2)n1
→ -9	-24[20 µM]	0.42	1	12	3	9	2	0.2
O=C(OCCN=C1NS(=O)(=O)c2ccccc21)c1cccnc1
→ -16	-14	0.19	-2	12	1	2	0	0.3
Cc1ccc(NC(=O)COC(=O)Cc2ccsc2)cc1S(=O)(=O)N(C)C
→ 2	-23	-0.1	-1	4	-1	0	1	0.6
CCOC(=O)C1(Cc2cccc(F)c2)CCN(CC(O)CO)CC1 (stereo not drawn)
→ 0	-23	0.019	10*	8	4	5	0	0.2
Cc1ccc(C2CC(C(F)(F)F)n3ncc(C(N)=O)c3N2)cc1 (stereo not drawn)
→ -6	-13	/	-2	12	-5	8	3	-0.8
O=C(COC(=O)C1CC(=O)N(c2ccc3c(c2)OCCO3)C1)Nc1ccc2c(c1)CCC2 (stereo not drawn)
→ -5	-24	/	4	-3	-3	3	-6	0.3
CCOC(=O)N1CCC(NS(=O)(=O)c2ccc3c(c2)C(C)(C)C(=O)N3C)CC1
→ -3	-19	/	-1	-11	1	-6	-14	0.1
CCCCCNC(=O)Cc1ccc(OC)cc1
→ -4	-31	0.0049	6	-7	4	-8	-3	0.5
COC(=O)c1ccccc1NC(=O)C1CCN(S(C)(=O)=O)CC1
→ -2	-15[20 µM]	-0.86	3	4	2	-9	-9	1.8
COC(=O)C1=C(C)Nc2nnnn2C1c1ccco1 (stereo not drawn)
→ -9	-16[20 µM]	-0.88	2	8	-1	3	-5	0.9
CCC(c1nnnn1CCOC)N1CCN(c2nc3ccccc3s2)CC1 (stereo not drawn)
→ 8	-15	/	0	6	-2	-5	1	-0.2

More entries
Order of results – KLK5 inh	Furin inh	Cl transport mod	Wee1 stabilizer	FXIIa inh	p97 ATPase inh	FXIa inh 1536	Thrombin inh	PERK inh
COc1ccc(-c2nn(-c3ccccc3)cc2C(=O)O)cc1OC
→ 0	-3[20 µM]	-1.8	5	5	4	-8	-5	0.0
O=C(CCCOc1ccccc1)N1CCN(c2ccccn2)CC1
→ -5	-23[20 µM]	0.89	0	18	-3	-4	2	0.8
Cc1cc(C)n(/N=C/c2cccs2)c(=O)c1C#N
→ -11	-10	-1.8	11*	0	-1	1	-3	0.7
O=C(N=Nc1c(O)[nH]c2ccccc12)c1cccc(S(=O)(=O)Nc2ccccc2Cl)c1
→ -2	-31	0.59	6	11	3	1	9	1.1
COc1ccc(OC)c(C(=O)Cn2nnc(-c3ccc(N4CCOCC4)cc3)n2)c1
→ 3	0	/	-3	16	7	5	4	0.1
O=C(O)c1cc(C2CC2)nc2ccccc12
→ -7	-9	-1.2	2	15	1	8	2	1.6
CC(=O)Nc1ccc2nc(N)sc2c1
→ -10	-13[20 µM]	/	5	7	4	0	-1	0.7
CC1=NN(C(=O)c2ccc(Cn3cc(Br)c([N+](=O)[O-])n3)o2)C(O)(C(F)(F)F)C1 (stereo not drawn)
→ -23	-8	-1.2	-2	9	-5	15	2	0.6
COc1ccc(CCNc2nnc(C)c(=O)[nH]2)cc1OC
→ -9	-7[20 µM]	0.63	1	11	3	0	0	1.6
CCOc1cccc(C(=O)Nc2cnn(Cc3ccccc3)c2)c1
→ 9	-21[20 µM]	-0.8	0	-1	-4	-3	-7	-1.1
COc1ccc(Cc2nnc(SCC(=O)NCCc3ccccc3)o2)cc1
→ 34	-13	-0.89	2	17	1	-1	11	0.4
Cc1cccc(C)c1OCC(=O)N/N=C/c1ccncc1
→ -26	-20	-0.39	2	4	5	-5	-3	-0.1
CCOC(=O)CSc1nc(N)c(C#N)cc1C#N
→ -10	-16	0.18	2	13	5	6	-2	2.3
CCOc1cc(S(=O)(=O)N(CC)CC)ccc1Br
→ 14	-1[20 µM]	/	0	8	0	-2	-5	0.8
O=C(O)c1ccc(COc2ccc3ccccc3c2/C=C2/NC(=O)N(Cc3ccc(F)cc3)C2=O)cc1
→ 2	-13	-1	-3	7	3	5	/	0.1

The listing continues.
Order of results – KLK5 inh	Furin inh	Cl transport mod	Wee1 stabilizer	FXIIa inh	p97 ATPase inh	FXIa inh 1536	Thrombin inh	PERK inh
O=C1CCC/C1=C\Nc1ccc(Cl)c([N+](=O)[O-])c1
→ -2	2	-0.86	4	2	-3	-4	-11	-0.3
CCc1nc2ccccc2c(NC(=O)CN2CC(C)CC(C)C2)c1C (stereo not drawn)
→ -5	-18	-0.35	0	2	-1	-6	2	0.2
COc1ccc(C)cc1NC(=O)COC(=O)Cc1ccc(-c2ccccc2)cc1
→ -3	-8	-0.53	0	13	-1	7	-2	1.3
CCn1ncc(C2=NOC(C(=O)Nc3ccc4c(c3)OCO4)C2)c1C (stereo not drawn)
→ -9	-17	-0.15	3	1	4	-12	-7	-0.1
CCOC(=O)N1CCC(n2c(SCC(=O)Nc3nccs3)nc3ccsc3c2=O)CC1
→ 3	-15	-0.11	-2	13	4	-2	0	0.4
O=C(Cn1c(C(F)(F)F)nc2ccccc21)c1ccc(F)cc1
→ -17	-25[20 µM]	1.1	0	13	0	4	4	2.2
O=C(O)CCSc1nc2ccccc2n1CCOc1ccccc1
→ 1	-19	/	-3	6	-1	0	0	0.9
Cn1c(-c2ccc3c(c2)OCO3)cnc1NCc1ccccc1
→ -4	0	0.63	-1	4	3	2	2	1.5
CC(=O)c1ccc(Oc2cc(C)nc(N3CCOCC3)n2)cc1
→ -1	-13	0.24	3	9	6	5	-4	0.8
COc1ccc(-n2nc(C(=O)Nc3ccc4c(c3)OCO4)c3c4ccccc4n(C)c3c2=O)cc1
→ /	-2[20 µM]	0.4	1	/	5	/	/	0.3
C/C(CC(=O)Nc1ccc(Cl)cc1Cl)=N\NC(=O)c1ccco1
→ -16	-17	-2.9	7	10	-3	3	-6	0.5
CC(=O)C1=C(c2ccccc2)OC(N)=C(C#N)C1c1ccc(O)cc1 (stereo not drawn)
→ -21	-6	-1.3	-1	9	1	7	-2	1.1
CCOC(=O)c1ccc(NC(=O)CSc2nnc(COc3ccccc3)n2C)cc1
→ -15	-22[20 µM]	-0.46	0	17	-4	-3	-5	0.2
